# Bioassay records as filed in PubChem.
# PGK inhibitor: T. brucei PGK inhibition; P07378; PGK/GAPDH coupled, Kinase-Glo luminescence, 60 min; Potency, µM (doses to about 57.5 µM), without a hit: top-dose activity change, negative = inhibition, most hits filed as inhibitors; hit rate 0.043% among 380,000; further: potency means the concentration at half of the fitted maximal effect; on the % scale 0 is the no-effect control and ±100 the full control effect; nearly all actives have a fitted effect of over 60% in size
#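 Recombinant glycosomal PGK reaction used 1,3-bisphosphoglycerate generated in-well by GAPDH (100nM final) in 100mM TEA pH 7.6, 5mM MgCl2, 0.01% Tween-20. After 60 minutes at room temperature, ATP was read by Kinase-Glo Plus luminescence end-point.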
# HP1b binding inh: blocks HP1-beta chromodomain binding to methylated histone tails. P83916. AlphaScreen HP1-beta / biotin-H3K9me3 peptide binding. Potency, µM (titrated, usually from 114 µM), for inactives: at the highest dose activity change, negative = inhibition, hits mostly inhibitors. hit rate 0.56% among 390,000. AID 540317; further: potency means the concentration at half of the fitted maximal effect; nearly all actives have a fitted effect of over 70% in size; inactives centre near 23
# Target sequence (P83916 whole entry, looked up): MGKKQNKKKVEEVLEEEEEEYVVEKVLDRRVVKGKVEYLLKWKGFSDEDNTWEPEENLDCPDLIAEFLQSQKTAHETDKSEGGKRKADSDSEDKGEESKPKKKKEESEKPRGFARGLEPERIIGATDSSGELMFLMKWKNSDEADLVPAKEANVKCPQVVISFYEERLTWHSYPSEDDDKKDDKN
#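 AlphaScreen: HP1-beta (50 nM) preformed 30 min with biotin-H3(1-18)K9me3 peptide (50 nM) in PBS pH 7.4, 0.01% Tween-20. Compound added for 30 min at RT, then streptavidin donor/nickel chelate acceptor beads (10 ug/mL) for 30 min.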
# PI4K2A inh: blocks human PI4K2A kinase activity; Q9BTU6; purified PI4K2A, ADP-Glo luminescence, 1 h; hits give low values; activity change, negative = inhibition, % at 76.9 µM; hit rate 0.13% among 420,000; in the data active means activity change below about -50%; inconclusive means mostly about -30% to -49%;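 further: -100% = wells without enzyme as full effect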
#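 PI4K2A activity was measured by ADP-Glo luminescence: enzyme (4 ug/mL stock) and phosphatidylinositol (1.2 mM stock) in Tris pH 7.5/MgCl2/EGTA/Triton X-100 buffer were reacted with ATP (300 microM stock) for one hour at ambient temperature.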
# TrxR1 substrate: is turned over as a substrate by rat TrxR1. hit rate 0.01% among 390,000. AID 588456. purified TrxR1 substrate turnover, NADPH consumption readout. Potency, µM (doses to about 114 µM), without a hit: at the highest dose activity change, negative = substrate turnover; further: potency means the concentration at half of the fitted maximal effect; on the % scale 0 is the no-effect control and ±100 the full control effect; nearly all actives have a fitted effect of over 50% in size
#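 Rat TrxR1, dispensed at 90 nM, was prereduced with 400 uM NADPH (final) for 5 min at ~22 deg C, then incubated with compound 15 min before 400 uM selenite. A first-read NADPH fluorescence drop versus no-compound background flagged substrates.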
# TrxR1 inh: inhibitors of rat thioredoxin reductase 1. O89049. recombinant rTrxR1, NADPH fluorescence consumption, selenite substrate. Potency, µM (top dose mostly 114 µM), for the others: at the highest dose activity change, negative = inhibition, usual class: inhibitors. hit rate 1% among 390,000. AID 588453; further: potency means the concentration at half of the fitted maximal effect; on the % scale 0 is the no-effect control and ±100 the full control effect; nearly all actives have a fitted effect of over 65% in size
#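 Rat TrxR1 (90 nM in the dispensed reagent) was pre-reduced with 400 uM NADPH for 5 min at room temperature, then incubated with compound for 15 min. After 400 uM selenite was added, NADPH fluorescence (Ex 340/Em 450 nm) was followed for 8 min.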
# USP1-UAF1 inh: blocks the human USP1/UAF1 deubiquitinase complex; O94782; recombinant USP1/UAF1, Ub-Rhodamine cleavage fluorescence; Potency, µM (highest dose often 57.1 µM), for inactives: top-dose activity change, negative = inhibition, actives largely listed as inhibitors; hit rate 0.23% among 390,000; further: potency means the concentration at half of the fitted maximal effect; on the % scale 0 is the no-effect control and ±100 the full control effect; nearly all actives have a fitted effect of over 60% in size; inactives centre near -12
# Target sequence (O94782 whole entry, looked up): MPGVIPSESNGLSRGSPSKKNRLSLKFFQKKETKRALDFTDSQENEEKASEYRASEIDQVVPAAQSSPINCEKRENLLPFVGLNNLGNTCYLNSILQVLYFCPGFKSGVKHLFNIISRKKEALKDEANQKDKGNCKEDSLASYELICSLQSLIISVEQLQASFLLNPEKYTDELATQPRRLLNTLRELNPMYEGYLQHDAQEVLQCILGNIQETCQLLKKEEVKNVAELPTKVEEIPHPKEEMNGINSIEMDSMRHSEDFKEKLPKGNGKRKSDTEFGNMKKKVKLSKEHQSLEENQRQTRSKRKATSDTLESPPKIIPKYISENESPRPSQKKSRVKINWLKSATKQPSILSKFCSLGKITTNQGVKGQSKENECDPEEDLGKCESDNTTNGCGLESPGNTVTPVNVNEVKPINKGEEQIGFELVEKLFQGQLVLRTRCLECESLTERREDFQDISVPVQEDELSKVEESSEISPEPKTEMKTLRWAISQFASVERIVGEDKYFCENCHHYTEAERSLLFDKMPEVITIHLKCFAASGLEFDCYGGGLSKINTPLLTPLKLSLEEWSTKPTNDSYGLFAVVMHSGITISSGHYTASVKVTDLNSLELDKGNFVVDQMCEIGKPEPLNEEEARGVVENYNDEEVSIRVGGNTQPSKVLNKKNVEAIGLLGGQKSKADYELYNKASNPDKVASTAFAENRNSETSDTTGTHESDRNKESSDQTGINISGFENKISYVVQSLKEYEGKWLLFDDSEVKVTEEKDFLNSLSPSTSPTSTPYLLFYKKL
#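 USP1/UAF1 complex (1 nM) preincubated 15 min at room temperature with compound, then Ub-Rho substrate (150 nM final) added. Kinetic fluorescence at 480/540 nm over 6 reads at 60 s intervals; 50 mM HEPES pH 7.8, 0.5 mM EDTA, 0.1 mg/ml BSA, 1 mM TCEP, 0.01% Tween-20.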
# IDH1 R132H inh: inhibitors of human mutant IDH1 R132H; O75874; IDH1-R132H enzyme, NADPH consumption, diaphorase/resazurin fluorescence; Potency, µM (top dose mostly 76.6 µM), for inactives: at the highest dose activity change, negative = inhibition, most hits filed as inhibitors; hit rate 0.093% among 390,000; AID 602179; further: potency means the concentration at half of the fitted maximal effect; on the % scale 0 is the no-effect control and ±100 the full control effect; nearly all actives have a fitted effect of over 65% in size
#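 IDH1-R132H (0.5 ug/mL) preincubated 30 min with compound, then NADPH (0.016 mM) and alpha-KG (2 mM) added; 80 min at RT, pH 7.5. Remaining NADPH coupled via diaphorase/resazurin to fluorescence (540/590 nm); concentration-response curves normalized to no-enzyme control.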
# GLS inh: inhibitors of human glutaminase (GLS); O94925; GLS enzymatic activity, qHTS titration; Potency, µM (highest dose often 45.5 µM), inactives show at the top dose activity change, negative = inhibition, usual class: inhibitors; hit rate 0.21% among 410,000; AID 624170; further: potency means the concentration at half of the fitted maximal effect; on the % scale 0 is the no-effect control and ±100 the full control effect
#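 Enzyme dispensed in phosphate buffer (45 mM, pH 8.2, 0.02% Tween-20), compounds pinned in, then 1 mM L-glutamine solution and the glutamate oxidase–HRP–Amplex Red mix added; fluorescence read immediately and again after 30 min at room temperature.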
# Pin1 inhibitor: blocks the human prolyl isomerase Pin1. Pin1 FP peptide displacement, HiFluor488, 10 min. Potency, µM (doses to about 115 µM), for the others: at the top dose activity, negative = inhibition, most hits filed as inhibitors. hit rate 0.009% among 390,000. AID 504891; active means well fitted inhibition curve with a large enough effect in the polarisation, with a control signal flat, not every such curve was filed as active; inconclusive means small, poorly fitted or top-dose-only effect, or effect the other way, or a change in a side signal; inactive means no such curve, though single readings can be large or run the other way; the % refers to the polarisation; further: potency means the concentration at half of the fitted maximal effect; on the % scale 0 is the no-effect control and ±100 the full control effect
# The depositor's hits bear a star; i = inactive; ? = inconclusive; & = joins results of further samples; [ ] = dose if it differs, or a comment. Unless noted, the call rests on the fitted dose curve; in most records, active means well fitted curve in the direction sought with a large enough effect; inconclusive means small, poorly fitted or top-dose-only effect, or another doubt; inactive means no such curve, though single readings can be large; an effect the other way counts as inactive or inconclusive. Some of the compounds tested; the hit share may differ from the screen's.
SMILES,PGK inhibitor,HP1b binding inh,PI4K2A inh,TrxR1 substrate,TrxR1 inh,USP1-UAF1 inh,IDH1 R132H inh,GLS inh,Pin1 inhibitor
C[C@H](NC(=O)c1ccccc1Cl)C(=O)OCC(=O)NNC(=O)c1cccs1,-2%,10%,3,-6%,3%,-4%,6%,26%,-3%
O=C(NCCCN1CCCC1=O)c1cc(S(=O)(=O)N2CCN(c3ccccc3)CC2)ccc1Cl,i,12%,0,0%,2%,-1%,0%,18%,-6%
CC(=O)Nc1cccc(C(=O)Nc2ccc(S(=O)(=O)NC3=NCCCCC3)cc2)c1,-8%,20%,7,0%,11%,-19%,7%,0%,-3%
COc1ccc(OC)c(NC(=O)c2ccc3c(c2)C(=O)N(CC2CCCO2)C3=O)c1 (configuration not stated),0%,-16%,-1,-2%,14%,?,1%,2%,-6%
CCCCCCOc1ccc(/C=c2\s/c(=C(/C#N)C(=O)NCc3ccco3)n(-c3ccccc3)c2=O)cc1,3%,25%,-6,13%,14%[57.1 µM],-20%,0%,17%,26%
COc1ccccc1CN1CC(C(=O)NCc2ccc(SC)cc2)CCC1=O (configuration not stated),-5%,22%,2,-2%,-2%,-17%,1%,-1%,7%
O=C(NCc1ccccc1)NC1CC2CCC(C1)N2Cc1ccco1 (configuration not stated),-10%,27%,-6,7%[57.1 µM],3%[57.1 µM],-19%,-10%,-11%,-2%
Cn1c(Cn2c(=O)sc3ccccc32)nnc1SCc1ccccc1F,i,49%[activator],5,5%,28%,-19%,7%,-6%,0%
CC(C)(C)C(=O)NCCc1nc2ccccc2n1CC(=O)c1ccc(Cl)cc1,-3%,37%,-2,0%[57.1 µM],17%[57.1 µM],-21%,22%,-7%,13%
Cc1c(CCO)c(=O)n(-c2ccccc2)n1S(=O)(=O)c1ccc(F)cc1,6%,47%,2,-8%,4%[57.1 µM],-23%,-2%,0%,-5%
CN(Cc1ccccc1)C(=O)c1ccc2c(c1)N(Cc1ccccc1Cl)C(=O)c1ccccc1S2,i,18%,-3,5%[57.1 µM],25%[57.1 µM],-12%,17%,7%,9%
O=C(O)C1=C[C@@H](C2CCCCC2)C[C@@H](OCc2ccc(CO)cc2)O1,0%,56%[activator],-4,0%,7%,-4%,2%,3%,1%
CCc1c(C)sc(NC(=S)N2CCN(C(=O)C3CCCO3)CC2)c1C(=O)OC (configuration not stated),-2%,?,6,-9%,-21%,-19%,7%,15%,1%
NC(=O)NC(=O)CSc1ccccc1,3%,21%,3,5%[57.1 µM],17%[57.1 µM],-15%,4%,1%,-9%
CSc1nsc(SCC(=O)Nc2ccc(NC(C)=O)cc2)n1,1%,13%,0,-3%,8%,-24%,2%,-1%,-3%
Cn1c(SCC(=O)Nc2ccc(C(N)=O)cc2)nc2c(c1=O)SCC2,-7%,23%,-3,-2%,-7%,0%,3%,-2%,-3%
CCN(CCCNC(=O)c1cc(Nc2ccc(OC)cc2OC)nc2ccccc12)c1cccc(C)c1,3%,-20%,0,-11%,5%,?,12%,31%[activator],4%
CCCCNC(=O)c1cc2cc(OC)ccc2[nH]1,0%,37%,-1,69%[activator],11%,1%,-4%,0%,6%
CC(C)C(=O)OCC(=O)Nc1ccc(N=Nc2ccccc2)cc1,9%,?,1,-18%,-24%,-24%,1%,12%,1%
COc1ccc2c(c1OC)C(=O)N(c1ccccc1)C2=O,1%,4%,-2,-1%[57.1 µM],6%[57.1 µM],-9%,8%,-2%,-3%
C#CCOCCOCCOCCNc1nc(N2CCN(C(=O)C([C@@H](C)CC)n3cc(C(N)CC(C)C)nn3)CC2)nc(N2CCN(C(=O)[C@H](CCC(=O)O)n3cc(C(N)Cc4ccc(O)cc4)nn3)CC2)n1 (some centres not stated),i,55%[activator],-5,-6%[57.1 µM],12%[57.1 µM],-18%,17%,49%[activator],8%
O=C(NCC(c1cccs1)S(=O)(=O)c1cccs1)c1ccccc1F (configuration not stated),i,30%,-3,0%[57.1 µM],4%[57.1 µM],-26%,-4%,0%,-5%
COc1cc2c(cc1OC)C(C)N(C(=O)c1cc3c(s1)-c1ccccc1OC3)CC2 (configuration not stated),-9%,47%[activator],0,126%[activator][57.1 µM],75%[activator][57.1 µM],-21%,1%,6%,14%
COc1ccc(F)cc1C(=O)C1CCCN(C(=O)C2=C(C)OCCO2)C1 (configuration not stated),5%,27%,-5,0%,-2%,-3%,-10%,0%,4%
Cc1ccccc1OCCC(=O)N1CCN(S(=O)(=O)c2ccc(Br)cc2)CC1,-8%,30%,-4,-7%,-7%,-10%,6%,-4%,2%
COc1ccccc1CCNC(=O)C(=O)NCC1OCCN1S(=O)(=O)c1ccc([N+](=O)[O-])cc1 (configuration not stated),i,51%,-6,7%,18%,-23%,4%,3%,2%
Cc1cccc(OCC(=O)Nc2ccc(S(=O)(=O)Nc3onc(C)c3C)cc2)c1C,-2%&-3%,17%&5%,-2&-3,8%&-5%,19%&-21%,-14%&1%,7%&-26%,0%&23%,-9%&-8%
CCCS(=O)(=O)N1CC(=O)N(c2ccccc2C)C(C)(C(=O)NC2CCCCC2)C1 (configuration not stated),6%,29%,0,-4%,9%,0%,-9%,-21%,2%
CCC1(C)Cc2ccccc2-c2nc(NCCO)n(-c3ccccc3)c(=O)c21 (configuration not stated),2%,13%,-2,306%[activator],6%,-9%,16%,2%,-7%
CC(C)(C)OC(=O)C[C@@H]1C/C=C\C[C@@H](CC(=O)N[C@H](CO)Cc2ccccc2)C(=O)N2CCC[C@H]2COC1=O,-9%,30%,-2,8%,18%,?,-7%,6%,-10%

# An excerpt of these results, with each value named:
CC(=O)Nc1cccc(C(=O)Nc2ccc(S(=O)(=O)NC3=NCCCCC3)cc2)c1
  PGK inhibitor: -8%
  HP1b binding inh: 20%
  PI4K2A inh: 7
  TrxR1 substrate: 0%
  TrxR1 inh: 11%
  USP1-UAF1 inh: -19%
  IDH1 R132H inh: 7%
  GLS inh: 0%
  Pin1 inhibitor: -3%
COc1ccc(OC)c(NC(=O)c2ccc3c(c2)C(=O)N(CC2CCCO2)C3=O)c1 (configuration not stated)
  PGK inhibitor: 0%
  HP1b binding inh: -16%
  PI4K2A inh: -1
  TrxR1 substrate: -2%
  TrxR1 inh: 14%
  USP1-UAF1 inh: ?
  IDH1 R132H inh: 1%
  GLS inh: 2%
  Pin1 inhibitor: -6%
CCCCCCOc1ccc(/C=c2\s/c(=C(/C#N)C(=O)NCc3ccco3)n(-c3ccccc3)c2=O)cc1
  PGK inhibitor: 3%
  HP1b binding inh: 25%
  PI4K2A inh: -6
  TrxR1 substrate: 13%
  TrxR1 inh: 14%[57.1 µM]
  USP1-UAF1 inh: -20%
  IDH1 R132H inh: 0%
  GLS inh: 17%
  Pin1 inhibitor: 26%
COc1ccccc1CN1CC(C(=O)NCc2ccc(SC)cc2)CCC1=O (configuration not stated)
  PGK inhibitor: -5%
  HP1b binding inh: 22%
  PI4K2A inh: 2
  TrxR1 substrate: -2%
  TrxR1 inh: -2%
  USP1-UAF1 inh: -17%
  IDH1 R132H inh: 1%
  GLS inh: -1%
  Pin1 inhibitor: 7%

# (further entries)
SMILES,PGK inhibitor,HP1b binding inh,PI4K2A inh,TrxR1 substrate,TrxR1 inh,USP1-UAF1 inh,IDH1 R132H inh,GLS inh,Pin1 inhibitor
CCOC(=O)c1ccc(NC(=O)CCC2COc3ccccc3O2)cc1 (configuration not stated),4%,42%[activator],16,3%,15%,-16%,4%,-22%,0%
Cc1ccc(C)c(NC(=O)CSc2nnc(-c3n[nH]c4ccccc34)o2)c1,-9%,19%,-2,0%,-8%,-23%,2%,2%,27%
C=CCNc1nnc(SC2CC(=O)N(c3ccc(OC)cc3)C2=O)s1 (configuration not stated),4%,-34%,1,11%,4µM*,-12%,-1%,3%,2%
CCOC(=O)c1c(C)[nH]c(C)c1S(=O)(=O)NCC(=O)NCc1ccccc1Cl,1%,31%,-1,-1%[57.1 µM],10%[57.1 µM],-18%,0%,-9%,1%
O=c1c2ccccc2nc(/C=C/c2ccc(Br)cc2)n1CCCO,-4%,23%,1,35%,15%,-10%,-4%,-3%,5%
COc1ccc(/C=N/NC(=O)c2cccc(Br)c2)cc1CSc1ccccn1,-11%,16%,5,8%,-3%,-19%,3%,-4%,18%
Cc1nc(=O)c(-c2ccccc2)c(C)n1-c1ccc(O)c(C(=O)O)c1,-7%,40%,1,20%[57.1 µM],-2%[57.1 µM],-5%,-4%,9%,5%
Cc1sc2ncnc(NCC(c3ccccc3)N(C)C)c2c1C (configuration not stated),i,-9%,5,8%,22%,?,5%,9%,0%
CC(C)c1ccc2oc(-c3cccc(NC(=O)c4ccc5c(c4)OCCO5)c3)nc2c1,-3%,23%,0,22%,30%,-9%,-2%,-9%,14%
Cc1cc2nccc(-c3ccc(F)cc3)n2n1,-1%,56%[activator],-2,0%,-3%,-9%,0%,-4%,4%
CC(C)c1ccccc1NC(=O)c1cccc(NC(=O)c2ccccc2)c1,-4%,24%,5,-4%,12%[57.1 µM],-15%,3%,-2%,0%
